Assay outcomes as filed in PubChem.
OPRM1-OPRD1 ag – agonists of human mu-delta opioid receptor heterodimerization | P35372+P41143 | activation, % at 9.3 µM | cells, OPRM1-OPRD1 heterodimerization, luminescence | AID 504326 | 340,000 compounds, 0.3% hits; in the data active means activation above about 18%;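 further: 0% = vehicle-treated cells and 100% = reference agonist; values of inactives mirror those of a sister screen read the other way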
PKA-R1A activ – PKA-R1A complex activation; P00514+P68181; PKA-R1A dissociation, Cy5-IP20 fluorescence polarization; scaled: DMSO 0%, 113 µM cGMP 100%; activation, % at 11.4 µM; 340,000 compounds, 0.083% hits; AID 504707;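 active means percent activation above the mean of all tested compounds plus 3 SD, cut at about 19% in these data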;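 further: higher means more PKAc released from R1A so a rise in polarization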
PfHsp90 set2 – growth inhibition of yeast expressing Plasmodium Hsp90; AID 504621; S. cerevisiae expressing PfHsp90, BacTiter-Glo ATP, 48 h; yeast lacking PDR1 and PDR3 efflux regulators; 310,000 compounds, 0.32% hits; inhibition, % at 9.4 µM;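 active means every replicate shows inhibition above about 80%, whatever the replicate mean, limit read from the data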;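 further: 0% = DMSO neutral controls and 100% = 20 µM radicicol positive controls; yeast relying on Plasmodium falciparum Hsp90 in place of its own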
HTR5A ag – activates human HTR5A in OPRM1-OPRD1 agonist counter-screen; activation, % at 9.3 µM; P47898; HTR5A agonist assay, luminescence, cell-based; AID 504692; 340,000 compounds, 0.61% hits; in the data active means activation mostly above about 9.5%, no sharp cut-off; inactive means mostly below about 7.6%;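 further: 0% = cells with vehicle only and 100% = reference agonist; strong numbers were not always called active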
E coli growth – counter-screen for AddAB inhibitors: E. coli growth inhibition. 330,000 compounds, 0.27% hits. E. coli V3065 growth, OD600 absorbance, 18 h. inhibition, % at 11.9 µM;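 active means inhibition above the campaign's mean inhibition across all tested compounds plus 3 SD, cut at about 9.9% in these data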;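 further: uninfected addAB+ strain grown without phage in ampicillin broth; 0% = DMSO wells and 100% = ciprofloxacin 0.95 µg/ml wells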
SUMO Mot1 rescue – blocks SUMOylation pathway, rescuing yeast Mot1-301 growth; 320,000 compounds, 1% hits; S. cerevisiae Mot1-301 growth rescue, ATP luminescence, 38.5C; percent above DMSO median, 100 means doubled; AID 2716; growth rescue, % at 18.8 µM;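 active means every valid replicate shows activation above 250% relative to neutral control wells; inactive means the rest, any valid replicate at or below 250%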;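 further: OY570 slx delta 5 strain wells were the positive control but not used for scaling; some compounds called inactive have numbers as strong as hits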
HTR5A inv ctr – inverse agonist of human HTR5A in OPRM1-OPRD1 counter-screen; P47898; HTR5A cell line, luminescence, inverse agonism; inhibition, % at 9.3 µM; 340,000 compounds, 0.083% hits; in the data active means inhibition mostly above about 23%, no sharp cut-off; inactive means mostly below about 18%;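 further: 0% = cells with DMSO and 100% = no-cell wells with DMSO; some compounds called inactive have numbers as strong as hits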
AddAB inh – less growth of phage-infected E. coli with AddAB; 330,000 compounds, 0.29% hits; E. coli expressing H. pylori AddAB, absorbance growth; inhibition, % at 11.9 µM; in the data active means inhibition above about 12%;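 further: 0% = vehicle wells of infected cells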
phage Ecoli inh – E. coli growth loss with phage present. growth absorbance. inhibition, % at 11.9 µM. 360,000 compounds, 0.26% hits. AID 651602; in the data active means inhibition above about 11%
MOR-DOR inv ag – inverse agonists of human mu-delta opioid receptor heterodimerization. cell-based MOR-DOR heterodimer luminescence, inverse agonism. inhibition, % at 9.3 µM. 340,000 compounds, 0.21% hits. AID 504357; in the data active means inhibition above about 22%, passing the limit was not always enough;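 further: 0% = cells with DMSO and 100% = wells without cells with DMSO; values of inactives mirror those of a sister screen read the other way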
Pemphigus Ab inh – inhibitors of pemphigus antibody binding to human desmoglein-3; P32926; DSG3-coupled beads, scFv-anti-DSG3-GFP binding, flow cytometry; active compounds read low; binding (percent of control), % at 10 µM; 310,000 compounds, 0.48% hits;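 active means binding more than 3 SD below its plate's average and above zero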;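 further: hits lower antibody fragment binding to DSG3; some compounds called inactive have numbers as strong as hits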
Target sequence (P32926 whole entry, looked up, the tested form may be a part): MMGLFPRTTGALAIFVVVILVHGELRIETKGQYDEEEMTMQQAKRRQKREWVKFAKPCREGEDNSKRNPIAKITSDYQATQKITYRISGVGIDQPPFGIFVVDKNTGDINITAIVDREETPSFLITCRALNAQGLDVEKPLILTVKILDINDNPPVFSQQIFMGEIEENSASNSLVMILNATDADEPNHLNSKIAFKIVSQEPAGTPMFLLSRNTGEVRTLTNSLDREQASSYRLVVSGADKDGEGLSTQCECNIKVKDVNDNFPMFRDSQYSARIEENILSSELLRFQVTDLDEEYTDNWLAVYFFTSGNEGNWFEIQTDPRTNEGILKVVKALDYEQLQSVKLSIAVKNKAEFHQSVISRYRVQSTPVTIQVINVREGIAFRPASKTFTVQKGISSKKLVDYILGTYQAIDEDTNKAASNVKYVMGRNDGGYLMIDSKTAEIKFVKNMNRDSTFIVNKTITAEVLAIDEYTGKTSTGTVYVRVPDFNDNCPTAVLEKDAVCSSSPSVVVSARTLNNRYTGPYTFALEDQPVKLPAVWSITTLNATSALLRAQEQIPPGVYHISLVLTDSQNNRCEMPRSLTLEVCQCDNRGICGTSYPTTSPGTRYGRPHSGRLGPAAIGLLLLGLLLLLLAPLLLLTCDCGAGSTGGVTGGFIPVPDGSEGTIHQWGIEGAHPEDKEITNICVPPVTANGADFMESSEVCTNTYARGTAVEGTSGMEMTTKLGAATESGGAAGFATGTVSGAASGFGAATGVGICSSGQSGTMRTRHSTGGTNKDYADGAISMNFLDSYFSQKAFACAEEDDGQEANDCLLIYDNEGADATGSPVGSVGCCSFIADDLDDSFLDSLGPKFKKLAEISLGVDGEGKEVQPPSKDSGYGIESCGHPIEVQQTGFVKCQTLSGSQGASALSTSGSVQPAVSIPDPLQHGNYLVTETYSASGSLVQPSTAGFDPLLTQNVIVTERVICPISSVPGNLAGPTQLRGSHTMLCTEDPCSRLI
* marks the source's active call; other numbers are inactive results; · = not tested or not shown.

canonical_smiles | SUMO Mot1 rescue | MOR-DOR inv ag | phage Ecoli inh | Pemphigus Ab inh | HTR5A inv ctr | OPRM1-OPRD1 ag | AddAB inh | E coli growth | HTR5A ag | PKA-R1A activ | PfHsp90 set2
FC(F)(F)c1cccc(Cc2noc(CN3CCC(N4CCCCC4)CC3)n2)c1 | 144 | 3 | 2.3 | 103 | 26 | -0.6 | 3.8 | -2.8 | -1 | -2 | ·
CCn1nc(C(=O)OCC(=O)c2ccc(F)cc2)c2ccccc2c1=O | 161 | 12 | -0.6 | 98 | 13 | -2.3 | 4.3 | 3.1 | -1 | 1 | 10
Cc1ccc(S(=O)(=O)NNC(=O)c2ccc(O)cc2)cc1 | -7 | 14 | 2.3 | 124 | -8 | -2.6 | 0.9 | -3.0 | 1 | 2 | 12
N/C(=N\OC(=O)CCC1CCCC1)c1ccncc1 | -9 | 2 | 2.0 | 104 | -24 | -0.4 | 1.4 | -1.5 | 9 | -5 | -6
Cc1ccc(SCc2noc(-c3c(C)noc3C)n2)cc1 | -19 | -17 | -0.6 | 95 | 23 | 3.3 | -0.7 | -1.0 | -2 | -5 | 0
COc1ccc(NC(=O)CN(C)C(=O)C2CC(=O)N(c3ccc4c(c3)OCCO4)C2)cc1 (stereo unspecified) | -13 | 9 | 1.5 | 100 | 4 | -1.4 | 0.0 | 0.5 | -1 | -12 | ·
C/C=C/C=C/C(=O)Nc1nccs1 | -15 | 5 | 3.0 | 99 | -15 | -0.9 | 4.2 | -0.3 | 6 | -5 | 23
COc1ccc(-c2nn(CCC#N)cc2C=C(C#N)C#N)cc1 | -1 | 7 | -2.6 | 82 | -26 | -1.2 | -0.8 | 0.1 | 9 | 3 | 1
COc1ccc(Cc2nnc(SCc3nc4ccccc4c(=O)[nH]3)o2)cc1 | 7 | 1 | 0.8 | 103 | 11 | -0.1 | 1.8 | -1.4 | -2 | -6 | 7
O=C(CNC(=O)c1ccccc1Cl)NCC(c1cccs1)N1CCOCC1 (stereo unspecified) | -8 | 11 | 2.9 | 102 | 6 | -2.3 | -3.1 | -1.3 | 1 | -1 | 32
COc1ccc(S(=O)(=O)N2CCC3CC2c2cc(N4CCOCC4)ccc23)cc1 (stereo unspecified) | · | 7 | 2.7 | 95 | -15 | -1.5 | · | · | 4 | 1 | -5
COc1ccccc1Oc1ccccc1[N+](=O)[O-] | -4 | 10 | 3.0 | 111 | -6 | -1.8 | -3.8 | -4.0 | -1 | -2 | 0
COc1ccc(C(=O)Nc2cc(Cl)ccc2OC(=O)c2ccc(OC)cc2)cc1 | -8 | -8 | · | 108 | -19 | 1.4 | 6.7 | 1.8 | 9 | -9 | 15
O=[N+]([O-])c1ccc(O)c(C=Nc2cccc3ncccc23)c1 | 4 | -25 | 3.6 | 99 | 7 | 3.5 | 4.0 | -0.6 | -2 | -13 | -4
O=C(O)c1ccc(/C=C/c2nc3ccccc3c(=O)[nH]2)cc1 | -13 | 18 | 0.1 | 133 | -21 | -4.0 | -1.1 | -0.4 | 6 | -10 | -9
CCOc1ccc(C(=O)C(C)OC(=O)Cn2c(C)csc2=O)cc1 (stereo unspecified) | -10 | 12 | 0.9 | 85 | -23 | -2.3 | -1.5 | -1.1 | 1 | 0 | 0
Cc1ccc(C#CC[N+]2(CC#Cc3ccc(C)cc3)CCCCC2)cc1 | 3 | 3 | 1.2 | 110 | -10 | -0.4 | 1.3 | 0.3 | 4 | 2 | 20
Cc1ccc(S(=O)(=O)NCC2CCC(C(=O)O)CC2)cc1 (stereo unspecified) | -2 | 7 | · | 99 | -1 | -1.3 | 1.7 | 0.2 | 2 | 3 | 12
CNc1oc(-c2ccccc2F)nc1S(=O)(=O)c1ccc(C)cc1 | -6 | 18 | -2.9 | 98 | 16 | -3.2 | 3.2 | -0.9 | 4 | -13 | -6
CC(C)Cn1c(N)c(C(=O)COC(=O)c2ccccc2F)c(=O)n(C)c1=O | -15 | 9 | 2.0 | 99 | 2 | -1.7 | 1.9 | 1.4 | -1 | -7 | -10
CCOc1ccc(CCNC(=O)COC(=O)c2ccc(S(=O)(=O)N3CCCC3)cc2)cc1OCC | -14 | 2 | -2.7 | 107 | -12 | -0.3 | -1.4 | 1.1 | -3 | 1 | -21
COC(=O)c1ccc(CNC(=O)COC(=O)C2CCC(C(C)(C)C)CC2)cc1 (stereo unspecified) | 15 | -30 | 1.2 | 89 | -10 | 5.9 | 4.2 | 1.5 | 5 | -10 | -19
COC(=O)c1sccc1NC(=S)NCc1ccc(Cl)cc1 | -27 | 2 | 0.1 | 99 | -15 | -0.3 | -0.2 | -0.6 | 5 | -15 | 19
O=C(CCn1cnnn1)Nc1ccccc1F | 2 | 8 | 2.0 | · | 35 | -1.9 | 1.0 | -0.4 | -1 | 1 | -6
Cc1ccc(NC(=S)NC2CC3CCCC(C2)N3Cc2cccs2)cc1 (stereo unspecified) | 18 | -45 | 3.0 | 105 | -5 | 7.7 | 3.1 | 0.4 | 0 | -2 | 7
N#C/C(C(=O)N1CCCC1)=C1/N=C(N)c2ccccc21 | -27 | 23 | 3.4 | 91 | -7 | -4.2 | 6.6 | 1.7 | -2 | 0 | 3
CCCCn1c(=O)[nH]c(=O)c2c1nc(-c1cccc(OC)c1)n2C | 4 | 0 | -0.3 | · | 0 | 0.0 | 5.1 | 0.9 | 0 | -8 | -39
C/C(CC(C)(C)c1ccccc1)=N\NS(=O)(=O)c1ccccc1 | 267 | 6 | 3.6 | 100 | -27 | -1.2 | 5.4 | 2.3 | 2 | 7 | -4
COc1ccc(CC(=O)N[C@@H](CCSC)C(=O)N2CCC3(CC2)NCCc2[nH]cnc23)cc1 | -17 | 5 | -0.2 | 100 | 14 | -0.9 | 1.0 | -0.5 | 2 | -2 | 22
O=C(COc1ccc2c3c(c(=O)oc2c1)CCC3)N[C@@H](Cc1ccccc1)C(=O)O | -6 | 12 | 0.8 | 111 | -9 | -2.3 | 3.0 | 0.2 | 6 | -6 | 0
CCOC(=O)Cc1csc(NS(=O)(=O)c2ccc(SC)cc2)n1 | 623 | 3 | 3.1 | 86 | -6 | -0.5 | 3.9 | 3.0 | 2 | -3 | 1
COc1cc(-c2noc(-c3cccc(Cl)c3)n2)cc(OC)c1OC | 9 | -8 | 2.8 | 100 | 6 | 1.9 | -2.6 | -2.3 | -3 | 3 | 5
COC(=O)[C@H](C)[C@H]1C[C@]1(C)[C@H](NC(=O)OCc1ccccc1)c1ccccc1 | 13 | -35 | 1.7 | 107 | -2 | 6.2 | 3.4 | -1.3 | 8 | 9 | -21
O=C(c1cccs1)N(Cc1ccccn1)Cc1ccco1 | -6 | 9 | 2.0 | 105 | -2 | -1.6 | 0.8 | -1.0 | -2 | -6 | 8
CNC(=S)N/N=C/c1ccc(OCC(=O)Nc2c(C)cc(C)cc2C)c(OC)c1 | -5 | -8 | 0.6 | 100 | -7 | 1.4 | 2.8 | -0.5 | 2 | -4 | 12
c1ccc(CNc2ncnc3c2oc2ccccc23)nc1 | 40 | -4 | 4.7 | 97 | 15 | 0.8 | 0.2 | -2.4 | -6 | -3 | -30
COc1ccc(Cn2c(-c3ccc(OC)cc3)n[nH]c2=S)cc1 | -21 | -9 | 3.0 | 95 | 10 | 1.6 | 0.7 | -2.0 | -3 | -8 | -1
CC(C)(C)c1nnc2sc(SC/C(O)=C(\C#N)c3nc4ccccc4[nH]3)nn2c1=O | 4 | -1 | 2.0 | 100 | -4 | 0.1 | -2.9 | -3.6 | -2 | -5 | ·
CCCCOc1ccc(C(O)(CC)CCN2CCOCC2)cc1 (stereo unspecified) | 16 | 10 | 0.7 | · | 12 | -2.1 | 1.4 | -1.6 | 5 | 4 | 12
COc1ccc(CC(=O)c2ccc(OC)c(OC)c2C)cc1OC | 3 | 8 | 2.3 | 86 | 4 | -1.6 | 0.3 | -0.9 | 0 | 2 | 3
COc1cc(S(=O)(=O)Nc2ccccc2C)ccc1Cl | -25 | -3 | 0.1 | · | 21 | 0.6 | 7.2 | 3.4 | -9 | -4 | -8
O=C(Nc1nonc1NC(=O)c1cccs1)c1cccs1 | -6 | -8 | 4.3 | 101 | -11 | 1.5 | -0.8 | 1.7 | 4 | -4 | -35
CCOC(=O)Cn1c(O)c(N=NC(=O)CNC(=O)Cc2ccccc2)c2ccccc21 | 6 | 11 | 1.9 | · | 8 | -2.1 | 2.5 | -1.3 | 2 | -2 | -19
Clc1nnc(N2CCCCC2)c2ccccc12 | 194 | 6 | 0.6 | 100 | -1 | -1.3 | 2.4 | -1.7 | 6 | -4 | -15
CCOc1ccccc1CNC(=O)Cn1c(=O)oc2ccccc21 | -2 | 16 | 3.6 | 101 | 3 | -3.0 | 2.0 | 1.4 | -1 | -9 | 1
CN(CC(=O)Nc1ccc(F)c(F)c1F)C(=O)/C=C/c1ccc(Cl)cc1 | 8 | 12 | 4.8 | 97 | -5 | -2.6 | 0.0 | 0.6 | -1 | -12 | -11
Cc1ccccc1OCC1Cc2c(nc(N)c(C#N)c2N)O1 (stereo unspecified) | · | 11 | 0.2 | 111 | 9 | -2.0 | -1.8 | -0.9 | -3 | -5 | 21
CCOC(=O)c1cc(C)sc1NC(=O)C1CCC1 | 73 | -22 | 0.8 | 95 | -8 | 4.1 | 0.9 | 2.6 | 1 | 1 | 8
Cc1ccccc1OCCSc1nnc(C)n1-c1ccccc1 | 5 | -2 | 2.2 | 107 | 18 | 0.3 | 2.6 | 0.3 | 0 | -6 | ·
S=c1[nH]nc(-c2cccs2)n1/N=C/c1cn(-c2ccccc2)nc1-c1cccs1 | -24 | · | 3.2 | 96 | · | · | 3.4 | 1.1 | · | · | ·

The listing continues:
canonical_smiles | SUMO Mot1 rescue | MOR-DOR inv ag | phage Ecoli inh | Pemphigus Ab inh | HTR5A inv ctr | OPRM1-OPRD1 ag | AddAB inh | E coli growth | HTR5A ag | PKA-R1A activ | PfHsp90 set2
Cc1ccc(C)c(N2CCN(C(=O)CSc3ccsc3[N+](=O)[O-])CC2)c1 | 14 | -6 | 0.4 | 102 | -27 | 1.1 | -0.2 | -2.2 | 1 | 5 | ·
CCCCn1c(N)c(N(CC)C(=O)CN2C(=O)NC(C)(c3ccccc3)C2=O)c(=O)[nH]c1=O (stereo unspecified) | 6 | 8 | 0.7 | · | -15 | -1.6 | 3.8 | -0.5 | 0 | 16 | -1
COc1ccc(C(=O)c2c(C)oc3ccc(O)cc23)c(OC)c1 | -7 | 5 | 1.3 | 100 | 2 | -1.0 | 0.5 | 1.4 | 0 | -2 | -26
O=C(Nc1ccccc1C(=O)N1CCN(Cc2ccccc2)CC1)c1ccccc1 | -10 | 19 | 4.0 | 121 | 7 | -3.5 | 0.8 | 1.5 | -5 | -7 | -9
COCCNC(=S)N/N=C/c1ccc2c(c1)OCCO2 | · | 18 | 0.6 | 105 | 21 | -3.5 | 1.5 | -1.6 | -5 | -11 | -33
O=C(CCS(=O)(=O)c1ccc(Br)cc1)N1CCN(c2ccccc2)CC1 | -2 | -8 | 1.0 | 107 | -16 | 1.7 | 3.8 | 1.3 | 5 | -5 | -47
